Assay outcomes: PubChem, several laboratories
P. falciparum M17LAP – P. falciparum M17LAP inhibitors, primary screen, biochemical, fluorogenic H-Leu-NHMec substrate, 1536-well (AID 1619); recombinant M17LAP, H-Leu-NHMec fluorogenic kinetic assay; higher % means a stronger effect; inhibition, % at 30 µM; hits with a dose series show IC50 in µM; actives 0.38% (n = 220,000);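 active means compound inhibiting the enzyme by more than half at any dose during confirmatory dose-response retesting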;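 further: plate controls were full reaction with DMSO carrier for no effect and no enzyme background for full effect; strong numbers were not always called active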
XIAP antagonists – small molecules displacing peptide from XIAP – biochemical, IAP family, fluorescence polarization (AID 1018). actives 0.007% (n = 200,000). displacement, % at 20 µM; hits with a dose series show IC50 in µM. XIAP BIR domain, fluorescence polarization peptide displacement; higher % means a stronger effect; in the data active means displacement above about 50%; further: a part of the inactive calls stands beside numbers as strong as those of hits
ER stress rescue – protection against thapsigargin-triggered cell killing – 384-well, CSM14.1, ATP luminescence, primary screen (AID 1222). CSM14.1 thapsigargin-induced death rescue, ATP luminescence; higher % means a stronger effect. cellular ATP content (survival), % at 20 µM, or EC50 in µM where a hit was titrated. 190,000 tested, under 10 active;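 active means EC50 below 50 µM in the dose-response confirmation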;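 further: death triggered by thapsigargin at about 15 µM added after 2 h compound pretreatment; cell ATP read after overnight thapsigargin exposure of roughly 18 to 22 hours; normalized against plate controls of thapsigargin alone and 5% DMSO vehicle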
LYP phosphatase – PTPN22 lymphoid phosphatase activity blockers – biochemical, fluorescence intensity, uHTS (AID 1779) | recombinant LYP phosphatase, fluorescence intensity; higher % means a stronger effect | inhibition, % at 11.5 µM, or IC50 in µM where a hit was titrated | actives 0.054% (n = 290,000);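 further: plate controls were vehicle with enzyme for no effect and no enzyme for full effect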
SIAH1 antagonists – blockers of Siah-1 interaction with plectin peptide – biochemical, fluorescence polarization, rhodamine-plectin, uHTS, primary screen (AID 1817); actives 0.02% (n = 290,000); one-dose displacement, % at 20 µM; IC50 in µM for titrated hits; Siah-1 / rhodamine-plectin peptide fluorescence polarization; higher % means a stronger effect;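 active means displacement of at least 50% at 20 µM, with a fluorescence ratio check between 0.3 and a set limit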;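 further: plate controls were Siah plus tracer with DMSO for no effect and tracer alone without Siah for full effect; strong numbers were not always called active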
P. falciparum M1AAP – P. falciparum M1AAP inhibitors, biochemical, fluorogenic H-Leu-NHMec substrate, 1536-well (AID 1445). inhibition, % at 30 µM; hits with a dose series show IC50 in µM. actives 0.42% (n = 220,000). recombinant M1AAP, H-Leu-NHMec fluorogenic kinetic assay; higher % means a stronger effect;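 active means primary inhibition above the hit cutoff, then over 50% inhibition at one or more dose response concentrations, cut at about 23% in these data, passing the limit was not always enough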;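 further: plate controls were DMSO full reaction for no effect and no enzyme background for full effect; strong numbers were not always called active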
Hep lipid drop – hepatic lipid droplet formation modulation | inhibition, % at 6.5 µM | AID 1656 | actives 0.4% (n = 240,000) | AML12 mouse hepatocytes, oleate lipid droplets, BODIPY imaging;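 active means lipid droplet intensity inhibited by at least 50%, with more than 500 cells counted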
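material = mouse AML12 hepatocyte cell line, fixed after treatment | also added = 100 µM oleic acid challenge | doses = compound at 6.5 µM only | schedule = overnight exposure | technique = Image-based BODIPY and DAPI two-channel analysis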
AID2073 – inhibitors of Mint1-CaV2.2 protein interaction, biochemical, HTRF (AID 2073) | HTRF protein-protein interaction, Mint1-CaV2.2; higher % means a stronger effect | inhibition, % at 20 µM; hits with a dose series show IC50 in µM | actives 0.19% (n = 290,000); in the data active means inhibition mostly above about 51%, no sharp cut-off; further: some results filed as inactive read as strong as hits
NOD2 inhibition – inhibition of NOD2-driven NF-kB reporter – cell-based, luminescence, uHTS, HEK293 (AID 1566). HEK293 NOD2/NF-kB luciferase reporter, luminescence; higher % means a stronger effect. one-dose inhibition, % at 4 µM; EC50 in µM for titrated hits. actives 0.63% (n = 290,000); further: many of its hits are not listed in these tables
Hep lipid drop cells 6.5 µM – recorded beside Hep lipid drop, whose call it bears; cell count; measured here: cell count, cytotoxicity flag;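 cells counted across two imaged fields per well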
* hit, by the source's call; . = no result given. Unless noted, no stated cut-off is given here; in the data, active means inhibition above about 50%; inactive means the rest.

SMILES	P. falciparum M17LAP	XIAP antagonists	ER stress rescue	LYP phosphatase	SIAH1 antagonists	P. falciparum M1AAP	Hep lipid drop	Hep lipid drop cells 6.5 µM	AID2073	NOD2 inhibition
CC1C(C#N)=C(N)OC2=C1C(=O)CC(C)(C)C2 (stereo unspecified)	4%	2.3%	-0.8%	-8%	-2%	3%	.	.	-2%	-11%
Fc1ccc(-c2nc3n(n2)Cc2ccccc2-3)cc1	-14%	-4.1%	-4.1%	-10%	2%	3%	-18	651	-3%	-217%
Cc1nn(C)cc1CN(C)C(=O)c1cc2nc(-c3ccco3)cc(C(F)(F)F)n2n1	3%	-2.1%	1.9%	-4%	-1%	-6%	.	.	11%	2%
CC(=O)c1ccc(NC(=O)c2cc3nc4c(c(C(F)(F)F)n3n2)CCCC4)cc1	11%	-2.6%	-2.6%	3%	-5%	6%	9	687	33%	-9%
CCCOc1ccc2cc(C(=O)NCc3ccccc3)c(=O)oc2c1	.	.	.	-12%	5%	.	-3	813	23%	-8%
O=C(Nc1ccccc1)C1CC(=O)N(c2ccc3c4c(cccc24)CC3)C1 (stereo unspecified)	5%	-4.4%	2.4%	-5%	4%	7%	-11	662	-7%	5%
COc1ccc(-n2ccnc2SCC(=O)Nc2ccccc2)cc1	4%	-5.9%	-0.8%	-3%	2%	-2%	.	.	-3%	22%
Cn1c(NC(=O)C2c3ccccc3Oc3ccccc32)cc(=O)n(C)c1=O	2%	0.6%	-1.6%	7%	9%	7%	0	678	-6%	-15%
COc1ccc(F)cc1S(=O)(=O)N1CC(C)CC(C)C1 (stereo unspecified)	4%	-1.7%	-1.0%	-2%	0%	5%	-7	744	-3%	-3%
COc1ccc([N+](=O)[O-])cc1N(CC(=O)NCC1CCCO1)S(C)(=O)=O (stereo unspecified)	7%	-5.5%	1.8%	-5%	-3%	3%	-4	729	-6%	17%
CCS(=O)(=O)n1nc(-c2ccccc2)nc1NCc1ccco1	5%	-0.9%	-0.7%	-3%	2%	6%	0	698	11%	-19%
Cc1cc(C)cc(NC(=S)NCCN(C2CCCCC2)C2CCCC2)c1	4%	-5.6%	-0.6%	-11%	0%	2%	-6	806	-6%	-6%
CN=C(C)/C(C(=O)OC)=C(/O)c1c(F)cccc1F	15%	.	.	-6%	2%	-2%	-5	718	3%	0%
CCOC(=O)C(C(=O)NCCCN1CCOCC1)C1CCCCC1 (stereo unspecified)	0%	-3.7%	-0.1%	-4%	3%	-2%	2	723	26%	10%
CCc1nnc(NC(=O)C2CCN(c3nccc(C)n3)CC2)s1	-2%	-3.3%	-2.0%	7%	0%	2%	-2	709	-5%	6%
CC(=O)c1c(C)nn(C(=O)c2cccs2)c1C	11%	-0.4%	-0.6%	-10%	-3%	10%	.	.	7%	11%
COc1cccc(C(=O)NC2CCN(CC(=O)Nc3cccc(C)c3C)CC2)c1	19%	-4.8%	-1.0%	-14%	-1%	9%	-8	634	8%	-11%
CC[C@@H](C)[C@H](NC(=O)CNC(=O)Cc1c(C)c2c(cc(C)c3c(C)coc32)oc1=O)C(=O)O	.	.	.	-7%	2%	.	-11	825	41%	-8%
Cc1cccc(NC(=O)NNC(=O)c2ccc3ccccc3c2O)c1	.	.	.	-8%	-3%	.	-4	803	11%	13%
O=C1C=C(c2ccccc2)CC(/C=C/c2ccccc2)C1 (stereo unspecified)	-3%	-7.0%	-2.4%	7%	4%	0%	.	.	11%	-15%

Some of these compounds in order of their number in P. falciparum M17LAP, descending:
SMILES,P. falciparum M17LAP,XIAP antagonists,LYP phosphatase,SIAH1 antagonists,P. falciparum M1AAP,AID2073,NOD2 inhibition
CC(=O)c1c(C)nn(C(=O)c2cccs2)c1C,11%,-0.4%,-10%,-3%,10%,7%,11%
CCS(=O)(=O)n1nc(-c2ccccc2)nc1NCc1ccco1,5%,-0.9%,-3%,2%,6%,11%,-19%
O=C1C=C(c2ccccc2)CC(/C=C/c2ccccc2)C1 (stereo unspecified),-3%,-7.0%,7%,4%,0%,11%,-15%

Continuation:
SMILES	P. falciparum M17LAP	XIAP antagonists	ER stress rescue	LYP phosphatase	SIAH1 antagonists	P. falciparum M1AAP	Hep lipid drop	Hep lipid drop cells 6.5 µM	AID2073	NOD2 inhibition
NC(=O)c1c(NC(=O)c2ccccc2)sc2c1CCc1ccccc1-2	9%	-4.2%	-1.4%	-8%	20%	-1%	14	769	3%	-28%
CC(CNC(=S)Nc1cc(F)cc(F)c1)CSc1ccc(Cl)cc1 (stereo unspecified)	-5%	-9.2%	-2.7%	9%	-4%	-1%	-3	669	-7%	-12%
CC1(C)OC(c2ccccc2)=C/C(=C/C=Nc2ccccc2)O1	4%	-4.4%	-3.2%	4%	1%	-8%	3	734	1%	26%
O=C(O)CC1=C(Nc2ccccc2)C(=O)N(c2ccccc2)C1c1ccc(F)cc1 (stereo unspecified)	6%	-3.5%	0.4%	-5%	1%	-4%	0	595	-2%	-11%
Oc1c(Cl)cc(Cl)cc1CNc1ccc(Br)cn1	-7%	-2.9%	-2.1%	2%	-1%	1%	0	763	0%	-13%
Cc1cccc(NC(=O)CN2C(=O)N/C(=C/c3ccc(-c4cccc(C(=O)O)c4C)o3)C2=O)c1	21%	-4.0%	1.0%	-7%	-2%	12%	-9	678	16%	-24%
COc1[nH]c(/N=C/c2ccccc2)c(C#N)c1C#N	21%	2.7%	1.7%	-10%	16%	9%	.	.	10%	-10%
O=C(Nc1nc2c(s1)CN(Cc1ccccc1)CC2)C1CCC1	10%	-9.5%	1.2%	-6%	-4%	1%	-22	712	12%	-25%
CCNC(=S)NNC(=O)c1cccc(Br)c1	-9%	-2.6%	-0.2%	-3%	1%	0%	.	.	-15%	-1%
COC(=O)C(Cc1ccccc1)NC(=O)c1ccc(C)cc1 (stereo unspecified)	-2%	-3.3%	0.6%	-8%	28%	-2%	-2	712	31%	14%

Record cards, from the list above. Values in the order: P. falciparum M17LAP | XIAP antagonists | ER stress rescue | LYP phosphatase | SIAH1 antagonists | P. falciparum M1AAP | Hep lipid drop | Hep lipid drop cells 6.5 µM | AID2073 | NOD2 inhibition
Oc1c(Cl)cc(Cl)cc1CNc1ccc(Br)cn1 in the list: -7% | -2.9% | -2.1% | 2% | -1% | 1% | 0 | 763 | 0% | -13%
COc1[nH]c(/N=C/c2ccccc2)c(C#N)c1C#N in the list: 21% | 2.7% | 1.7% | -10% | 16% | 9% | . | . | 10% | -10%

Next entries follow.
SMILES	P. falciparum M17LAP	XIAP antagonists	ER stress rescue	LYP phosphatase	SIAH1 antagonists	P. falciparum M1AAP	Hep lipid drop	Hep lipid drop cells 6.5 µM	AID2073	NOD2 inhibition
Cn1c(Nc2ccc(Cl)cc2)cc(=O)n(C)c1=O	.	.	.	-8%	-6%	.	15	860	15%	2%
COc1ccc(C)cc1N(CC(=O)NC(C)c1ccccc1)S(C)(=O)=O (stereo unspecified)	.	.	.	-4%	2%	.	-9	792	10%	2%
COC(=O)C1=C(C)Nc2ncnn2C1c1ccccn1 (stereo unspecified)	1%	-16%	-1.7%	2%	-3%	-1%	1	770	3%	-7%
O=C(CN1CCN(c2ccccc2)CC1)NCc1ccc(F)cc1	.	.	.	-2%	-2%	.	-1	831	-6%	-14%
COc1ccc(/C=C2\N=C(c3ccc(C)cc3)OC2=O)cc1	.	.	.	-10%	3%	.	0	772	-4%	8%
Cc1ccc(S(=O)(=O)N2CCOCC2)cc1NC(=O)COc1ncnc2ccccc12	15%	-12%	-1.2%	-6%	-4%	12%	2	630	-1%	-5%
Cn1c(N)c(C(=O)CSc2ccccn2)c(=O)n(C)c1=O	9%	-1.1%	-0.6%	-4%	8%	0%	.	.	0%	-6%
CN(Cc1ccc(-n2cccn2)cc1)Cc1nc(-c2cnccn2)no1	1%	-4.8%	-0.2%	-7%	2%	0%	-3	707	1%	3%
OCCC1CN(Cc2nc3ccccc3s2)CCN1C1CCCCC1 (stereo unspecified)	-2%	-3.4%	-0.4%	-7%	-5%	3%	-10	696	-8%	-8%
N#C/C(=C\c1ccccc1)c1n[nH]c(Cn2cncn2)n1	12%	-4.7%	3.4%	-7%	-3%	3%	-5	759	-3%	5%
Cc1[nH]c2ccc(C(=O)N3CCCCC3)cc2c1C	-8%	-4.3%	-4.9%	-2%	6%	7%	38	684	7%	-56%
COc1ccc(NC(=S)c2ccc(N(C)C)cc2)cc1	4%	13%	-5.9%	0%	5%	6%	-17	568	-26%	-75%
COc1ccc(C(=O)NC2CC2)cc1OC1CCN(Cc2ccc(F)cc2F)CC1	.	.	.	-4%	-2%	.	-1	834	-3%	2%
Cc1ccc(OCC(=O)Nc2ccc(CN3CCOCC3)cc2)cc1C	.	.	.	-8%	-5%	.	9	800	2%	-17%
COC(=O)C(C)n1cnc2c(nnn2Cc2ccc(Cl)cc2)c1=O (stereo unspecified)	1%	-6.7%	-1.5%	-6%	-4%	2%	.	.	-6%	-9%
O=C(O)c1cc(N=Cc2c(O)c3ccccc3oc2=O)ccc1O	.	.	.	-6%	-5%	.	-1	863	33%	14%
Cc1ccc2[nH]c(C(=O)Nc3ccc(F)cc3)cc2c1	.	.	.	-9%	-2%	.	0	806	23%	-12%
COc1ccc(CCN2C(=O)NC(NC(=O)C(C)(C)C)(C(F)(F)F)C2=O)cc1OC (stereo unspecified)	-10%	-3.9%	0.7%	-8%	7%	-7%	-17	559	-1%	16%
COc1cc(/C=N/NC(=O)c2ccc(=O)[nH]n2)ccc1O	10%	-4.6%	-1.6%	-8%	0%	10%	-7	632	-3%	1%

Taken from the entries so far, 2 compounds:
SMILES	P. falciparum M17LAP	XIAP antagonists	ER stress rescue	LYP phosphatase	SIAH1 antagonists	P. falciparum M1AAP	Hep lipid drop	Hep lipid drop cells 6.5 µM	AID2073	NOD2 inhibition
Cc1[nH]c2ccc(C(=O)N3CCCCC3)cc2c1C	-8%	-4.3%	-4.9%	-2%	6%	7%	38	684	7%	-56%
COc1ccc(NC(=S)c2ccc(N(C)C)cc2)cc1	4%	13%	-5.9%	0%	5%	6%	-17	568	-26%	-75%

An excerpt; the hit share may differ from the screen's.
